# GLP1R ag – activates the human GLP-1 receptor; P43220; HEK293 GLP-1R CRE-luciferase, luminescence, 4-6 h; cells express a hypersensitive GLP-1R form; Potency, µM (series often up to 45.6 µM), for the others: top-dose activation, actives largely listed as activators; 0.007% of 380,000 active; further: potency means the concentration at half of the fitted maximal effect; % of control where 0% means no effect
# Target sequence (P43220 whole entry, looked up): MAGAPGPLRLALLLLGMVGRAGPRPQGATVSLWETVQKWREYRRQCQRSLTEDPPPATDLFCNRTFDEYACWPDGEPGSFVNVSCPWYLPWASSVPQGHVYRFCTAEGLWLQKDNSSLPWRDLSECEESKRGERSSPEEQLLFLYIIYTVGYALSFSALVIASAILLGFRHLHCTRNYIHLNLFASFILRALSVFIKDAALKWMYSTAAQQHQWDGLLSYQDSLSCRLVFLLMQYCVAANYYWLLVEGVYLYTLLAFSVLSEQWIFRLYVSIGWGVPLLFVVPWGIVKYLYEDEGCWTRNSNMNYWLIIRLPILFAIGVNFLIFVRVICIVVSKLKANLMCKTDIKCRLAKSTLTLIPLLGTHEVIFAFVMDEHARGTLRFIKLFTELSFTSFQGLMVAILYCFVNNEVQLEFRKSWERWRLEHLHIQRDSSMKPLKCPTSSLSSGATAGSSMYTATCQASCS
# KB-V1 MDR tox – KB-V1 MDR subline cytotoxicity; KB-V1 MDR cells viability, CellTiter-Glo, 72 h; Potency, µM (highest dose often 46.1 µM), for the others: at the highest dose activity change, negative = cytotoxicity, hits mostly cytotoxic; 3.4% of 400,000 active; AID 1347076; further: potency means the concentration at half of the fitted maximal effect; on the % scale 0 is the no-effect control and ±100 the full control effect; nearly all actives have a fitted effect of over 60% in size
#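 Potencies derive from concentration-effect curves fitted to normalized luminescence (CellTiter-Glo) of KB-V1 cells treated for 72 h at 37 degrees C in phenol-red-free DMEM containing 10% FBS.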
# PTHR1 ag – agonists of human PTHR1 parathyroid hormone receptor; Q03431; Potency, µM (series often up to 115 µM), inactives show top-dose activation, usual class: activators; 0.075% of 410,000 active; HEK293 GP2 PTHR1 cells, GloSensor cAMP luminescence, 1 h; further: potency means the concentration at half of the fitted maximal effect; nearly all actives have a fitted effect of over 55% in size; some results filed as inactive show a strong effect at the top dose; inactives centre near -15; many of its hits are not listed in these tables
# Target sequence (Q03431 whole entry, looked up): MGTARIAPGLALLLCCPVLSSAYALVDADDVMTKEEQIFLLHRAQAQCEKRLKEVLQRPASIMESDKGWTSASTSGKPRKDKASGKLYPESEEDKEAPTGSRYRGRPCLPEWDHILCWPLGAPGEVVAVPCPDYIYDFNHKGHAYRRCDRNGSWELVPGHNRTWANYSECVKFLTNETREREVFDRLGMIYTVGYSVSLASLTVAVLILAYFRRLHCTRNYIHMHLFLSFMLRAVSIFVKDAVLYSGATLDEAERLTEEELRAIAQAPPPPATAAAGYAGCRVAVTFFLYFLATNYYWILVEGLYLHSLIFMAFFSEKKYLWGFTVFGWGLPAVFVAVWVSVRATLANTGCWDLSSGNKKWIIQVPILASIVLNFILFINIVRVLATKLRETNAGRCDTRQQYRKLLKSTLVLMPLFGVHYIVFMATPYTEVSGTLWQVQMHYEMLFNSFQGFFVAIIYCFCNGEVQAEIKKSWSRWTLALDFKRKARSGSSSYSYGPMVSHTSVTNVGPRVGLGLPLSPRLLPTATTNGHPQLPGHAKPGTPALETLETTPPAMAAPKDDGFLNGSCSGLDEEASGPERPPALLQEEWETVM
#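 HEK-293-derived GP2 cells expressing PTHR1 and a GloSensor cAMP reporter, 3,000/well, plated overnight, given luciferin plus IBMX (each 0.5 mM as added) for 1 h at 37 °C, then compound for 1 h at 37 °C. Luminescence was read after 15 min at room temperature.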
# aSyn rescue – inhibitors of alpha-synuclein toxicity in yeast. Potency, µM (top dose mostly 46.1 µM), inactives show at the top dose growth rescue (activation), actives largely listed as activators. Yeast expressing alpha-synuclein, growth rescue, BacTiter-Glo, 24 h. 0.14% of 370,000 active; further: potency means the concentration at half of the fitted maximal effect; % of control where 0% means no effect; nearly all actives have a fitted effect of over 65% in size
#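 Readout is rescue of growth in alpha-synuclein-expressing yeast, so inhibitors of toxicity appear as activators. Growth after 24 hr at 30 deg C in galactose medium is quantified by luminescence.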
# GLP1R inv ag – inverse agonists of human GLP-1 receptor. P43220. HEK293 GLP-1R CRE-luciferase, luminescence, 24 h; GLP-1R form is constitutively active. Potency, µM (top dose mostly 38.3 µM), inactives show at the highest dose activity change, negative = inhibition, actives largely listed as inhibitors. 1.6% of 410,000 active. AID 624417; further: potency means the concentration at half of the fitted maximal effect; on the % scale 0 is the no-effect control and ±100 the full control effect; nearly all actives have a fitted effect of over 55% in size
#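 Readout was luciferase luminescence, measured 12 min after detection reagent at room temperature. Beforehand, GLP-1R reporter HEK293 cells had sat 12 h, then received compounds for 24 hr at 37 deg C.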
# GLP1R cytotox – cytotoxicity in counter-screen for GLP-1R inverse agonists | 0.13% of 410,000 active | Potency, µM (doses to about 38.3 µM), inactives show at the highest dose activity change, negative = inhibition, usual class: inhibitors | AID 624418 | HEK293 cAMP-luciferase reporter cells, luminescence, 24 h;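 further: loss of luciferase light is scored as toxicity; potency means the concentration at half of the fitted maximal effect; on the % scale 0 is the no-effect control and ±100 the full control effect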
#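 1536-well qHTS counterscreen of the MLSMR; 200 cells/uL, 12 h pre-incubation, 23 nL cpd, 24 h at 37 deg C 5% CO2, luciferase detection reagent, 12 min RT, luminescence. Inhibition = undesired.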
# TDP43 rescue – inhibitors of TDP-43 toxicity in yeast | TDP-43 expressing yeast growth rescue, BacTiter-Glo, 24 h | Potency, µM (series often up to 46.1 µM), inactives show top-dose growth rescue (activation), most hits filed as activators | 1.8% of 410,000 active | AID 652104; further: potency means the concentration at half of the fitted maximal effect; % of control where 0% means no effect; nearly all actives have a fitted effect of over 50% in size
#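 Galactose-induced TDP-43 yeast, OD600=0.02, compound pinned; 24 hr, 30 deg C; BacTiter-Glo luminescence for growth. Inhibitors of TDP-43 toxicity read as activators.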
# D3 ag – activates the human D3 dopamine receptor. 0.58% of 410,000 active. max activation, %. AID 652048. D3R DiscoveRx beta-arrestin cells, luminescence, 90 min. P35462; in the data active means max activation above about 30%; further: 0% is about no effect; mostly tested at two doses, the higher about 12 µM
#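 Agonist mode: compounds and dopamine controls were applied to plated cells for 90 min at 37 degrees C after an overnight attachment at 1500 cells/well. Luminescent read-out followed 30 - 60 minutes at room temperature with DiscoveRx detection reagent.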
# D3 antag – D3 dopamine receptor (human) antagonism | P35462 | D3R cells, DiscoveRx beta-arrestin luminescence, antagonist mode; hits give low values | max response, negative = inhibition, % | 2.5% of 360,000 active | AID 652054; in the data active means max response below about -50%; inconclusive means no clear call, values can overlap the other calls; further: on the % scale 0 is the no-effect control and ±100 the full control effect; mostly tested at two doses, the higher about 12 µM
#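 Cells expressing the human receptor were seeded at 1500 cells/well, incubated overnight at 37 degrees C in 5% CO2, then exposed to library compounds with dopamine controls for 90 minutes at 37 degrees C before luminescent detection.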
# * marks the source's active call; other numbers are inactive results; i = inactive; u = inconclusive; x = no result given; [ ] = remark or other dose. Unless noted, the call rests on the fitted dose curve; in most records, active means well fitted curve in the direction sought with a large enough effect; inconclusive means small, poorly fitted or top-dose-only effect, or another doubt; inactive means no such curve, though single readings can be large; an effect the other way counts as inactive or inconclusive. Some of the compounds tested; count on the stated rates, not on these rows.
SMILES,GLP1R ag,KB-V1 MDR tox,PTHR1 ag,aSyn rescue,GLP1R inv ag,GLP1R cytotox,TDP43 rescue,D3 ag,D3 antag
O=C(/C=C/c1cccc([N+](=O)[O-])c1)N1CCN(c2ccccc2F)CC1,-3%,18%,i,1%,7%,-5%,u,4,2
CCC(C(=O)OCC(=O)N1CCN(S(=O)(=O)c2ccc(C)cc2C)CC1)c1ccccc1 (stereo not drawn),-4%,15µM*,-31%[inhibitor],0%,u,-20%,u,5,-18
Cc1cc(NC(=O)c2ccccc2)nc(C)n1,12%,19%,-6%,11%,10%,-4%,-8%,2,22
CCN1CCN(c2ccc(NC(=O)c3cccc(N4CCCC4=O)c3)cc2)CC1,20%,-9%,i,-7%,3%,-11%,-8%,6,1
COc1cc(OC)c(NC(=O)N2CCc3cc(OC)c(OC)cc3C2CC(=O)O)cc1Cl (stereo not drawn),x,x,i,x,-14%,-3%,10%,-3,x
CCc1nc2ccc(C(=O)N3CCN(C(=O)c4ccco4)CC3)cn2c1N(C)Cc1cccs1,5%,2%,i,-11%,18%,3%,8%,2,72
O=C(Nc1ccc(S(=O)(=O)N2CCCC2)cc1)c1ccc(Br)o1,13%,-19%,-4%,6%,0%,14%,9%,11,-11
Cc1cccc2nc(-c3ccco3)c(Nc3ccccc3)n12,20%,u,-33%[inhibitor],-19%,u,-2%,14%,1,0
Cc1ccc(NC(=O)CCC2CC(C)(C)OC2=O)cc1 (stereo not drawn),6%,-6%,i,-6%,12%,-12%,-13%,0,10
COC(=O)CCCCC(=O)C1C(=O)CC(C)(C)C(C(=O)OC)C1=O (stereo not drawn),7%,-16%,-14%,-8%,0%,-9%,-23%,-10,0
COc1ccccc1C1C(C(=O)c2ccc(C)o2)=C(O)C(=O)N1c1cc(C)on1 (stereo not drawn),-1%,u,-25%,18%,1%,-20%,-8%,18,10
O=C(OCCN1CCOCC1)c1ccccc1,-6%,u,-12%,-3%,12%,-5%,-3%,-11,-13
CC(=O)c1ccc(Nc2nc(NCCO)nc(OC(C(F)(F)F)C(F)(F)F)n2)cc1,-13%,-9%,-16%[57.5 µM],6%,u,-23%,-7%,6,0
Cc1ccc(S(=O)(=O)CCC(=O)Nc2cccc(Cl)c2)cc1,9%,21%,i,12%,-17%,-3%,11%,4,5
Cc1ccc(C(=O)Nc2nnc(S(=O)(=O)N(C)Cc3ccc(Cl)cc3)s2)cc1,x,-13%,i,x,3%,2%,0%,-3,x
CC(OC(=O)c1cc2ccccc2cc1O)C(=O)Nc1ccc(S(N)(=O)=O)cc1 (stereo not drawn),-5%,-4%,-4%,1%,u,2%,-11%,-10,-17
CCC(C)(NC(=O)Cc1c[nH]c2ccccc12)C(=O)NC1CCCCC1 (stereo not drawn),3%,-28%,6%,-6%,0%,4%[1.53 µM],-36%[inhibitor],2,17
Cn1c(=O)n(C)c2cc(NS(=O)(=O)c3ccc4c(c3)CCCC4)ccc21,38%,9.2µM*,-6%,-1%,40%[activator],-1%,0%,-14,-22
Cc1ccccc1CN1CCN(C(C)C(=O)NCc2ccccc2)CC1 (stereo not drawn),6%,-25%,-1%,-3%,-27%,15%,-8%,-8,-15
NC(N)=Nc1ccc(C=C2C=Cc3ccccc32)cc1,-2%,u,i,-14%,u,u,-28%,5,-9
COc1ccc(C(=O)Nc2c(C)csc2C(=O)O)cc1,-2%,7%,-9%,-5%,-15%[7.66 µM],-2%[7.66 µM],-2%[9.22 µM],-7,-5
O=[N+]([O-])c1cc(S(=O)(=O)N2CCCC2)ccc1NN=C1CCCCC1,-1%,3%,-23%,-18%,2%,0%,2%,-13,-11
COc1ccccc1/C=C/C(=O)Nc1cccnc1Cl,-3%,-11%,-43%,-10%,22%,2%,0%,3,11
COc1ccc(N2CCN(c3nc(-c4cccs4)nc4ccccc34)CC2)cc1,9%,-24%,-7%,-9%,u,9%,13µM*,-3,8
O=S(=O)(Nc1ccc(O)c2ccccc12)c1ccc(F)cc1,-1%,10%,-10%,5%,23%,-18%,8%,-10,u
CCOc1ccc(-n2c(SCC(=O)Nc3cc(C)on3)nc3c(c2=O)SCC3)cc1,10%,-30%,-31%[inhibitor],-2%,-6%,1%,-19%,-1,0
CN=C1CC(C)(C)CC(=O)/C1=C(/O)CCC(=O)NC,-3%,0%,-1%[57.5 µM],4%,1%,-7%,-2%,-2,u
CC(=O)OCC(=O)Nc1ccccc1OC(F)F,18%,6%,i,0%,23%,-6%,-19%[1.82 µM],16,1
CC12C(=O)N(c3cccc(OC(=O)c4ccco4)c3)C(=O)C1C1c3ccccc3C2c2ccccc21 (stereo not drawn),-14%,-24%,i,3%,u,-14%,28%,5,-3
C[C@@]12C(=O)N(c3ccc(Cl)cc3)C(=O)N1[C@@H]1c3ccccc3OC[C@@H]1[C@H]2c1ccccc1,-5%,20%,i,1%,-5%,-2%,0%,-2,21
COc1ccc(-c2nnc(SCC(=O)Nc3ncc(C(F)(F)F)cc3Cl)n2CC(C)C)cc1,11%,-4%,-31%,4%,-14%,6%[1.53 µM],13%,-3,14
O=C(c1ccc2c(c1)OCO2)N1CCC2(CC1)Oc1ccc(Cl)cc1C(=O)C21CC(c2cccnc2)=NO1 (stereo not drawn),3%,-11%,-14%,11%,-20%,15%,-4%,1,8
CN(Cc1ccccc1)C(=O)Cn1nc(C(F)(F)F)c2c1CCC2,-2%,-24%,i,-10%,-10%,-18%,24%,8,2
Cc1ccccc1-n1c(SCC(N)=O)nc2sc(-c3ccccc3)cc2c1=O,-1%,0%,-14%[57.5 µM],-8%,-15%,2%,-1%,3,0
Cc1nc(N2CCCCCC2)c2ccccc2n1,0%,u,-33%[inhibitor],0%,-6%,-6%,11%,2,9
O=C(CCC(=O)c1ccc[nH]1)c1ccc(Cl)cc1,-3%,2%,-22%,-1%,16%,-9%,12%,-6,-5
C=C1C2C[C@H](O)C(C)(C)[C@@]2(O)[C@H](O)C[C@]23C[C@@](C)(O)[C@H](CC[C@H]12)[C@H]3O (stereo partly drawn),1%,11%,-9%,3%,7%,14%,14%,2,4
Oc1ccccc1/C=N/n1c(-c2ccccc2)n[nH]c1=S,1%,0%,i,-3%,12%,14%,6%,2,12
O=C(Nc1ccccc1)C1=C[C@@H](C2CCCCC2)C[C@@H](OCc2ccc(CO)cc2)O1,15%,-19%,-6%,u,u,1%,5%,-11,-5
COC(=O)CN1C(=O)[C@H]2[C@@H](C3CC3)N3C(=O)CN(CCO)C(=O)[C@@]3(Cc3ccccc3)[C@H]2C1=O,-5%,u,29%,-26%,11%,-4%,-28%,16,-20

# Rewritten with tabs: entries from further up
mol	GLP1R ag	KB-V1 MDR tox	PTHR1 ag	aSyn rescue	GLP1R inv ag	GLP1R cytotox	TDP43 rescue	D3 ag	D3 antag
COc1ccc(C(=O)Nc2c(C)csc2C(=O)O)cc1	-2%	7%	-9%	-5%	-15%[7.66 µM]	-2%[7.66 µM]	-2%[9.22 µM]	-7	-5
O=[N+]([O-])c1cc(S(=O)(=O)N2CCCC2)ccc1NN=C1CCCCC1	-1%	3%	-23%	-18%	2%	0%	2%	-13	-11
COc1ccccc1/C=C/C(=O)Nc1cccnc1Cl	-3%	-11%	-43%	-10%	22%	2%	0%	3	11
COc1ccc(N2CCN(c3nc(-c4cccs4)nc4ccccc34)CC2)cc1	9%	-24%	-7%	-9%	u	9%	13µM*	-3	8
O=S(=O)(Nc1ccc(O)c2ccccc12)c1ccc(F)cc1	-1%	10%	-10%	5%	23%	-18%	8%	-10	u
CCOc1ccc(-n2c(SCC(=O)Nc3cc(C)on3)nc3c(c2=O)SCC3)cc1	10%	-30%	-31%[inhibitor]	-2%	-6%	1%	-19%	-1	0
CN=C1CC(C)(C)CC(=O)/C1=C(/O)CCC(=O)NC	-3%	0%	-1%[57.5 µM]	4%	1%	-7%	-2%	-2	u
CC(=O)OCC(=O)Nc1ccccc1OC(F)F	18%	6%	i	0%	23%	-6%	-19%[1.82 µM]	16	1
CC12C(=O)N(c3cccc(OC(=O)c4ccco4)c3)C(=O)C1C1c3ccccc3C2c2ccccc21 (stereo not drawn)	-14%	-24%	i	3%	u	-14%	28%	5	-3
C[C@@]12C(=O)N(c3ccc(Cl)cc3)C(=O)N1[C@@H]1c3ccccc3OC[C@@H]1[C@H]2c1ccccc1	-5%	20%	i	1%	-5%	-2%	0%	-2	21

# The list continues.
SMILES,GLP1R ag,KB-V1 MDR tox,PTHR1 ag,aSyn rescue,GLP1R inv ag,GLP1R cytotox,TDP43 rescue,D3 ag,D3 antag
Cc1ccc(C)c(S(=O)(=O)N2CCN(C(=O)c3ccc(OCc4c(C)noc4C)cc3)CC2)c1,-1%,u,-81%,8%,u,0%,10%,4,-22
COc1ccc(C2c3[nH]c4ccccc4c3CCN2C(=O)CCC2CCCC2)cc1 (stereo not drawn),x,x,-5%,x,u,0%,-1%,7,x
COc1ccc(CCNC(=O)COC(=O)c2cnc(C)cn2)cc1OC,3%,5%,i,-1%,0%,4%,-20%,0,-14
CN1CCC(=NNC(=O)CN(c2ccc([N+](=O)[O-])cc2)S(=O)(=O)c2ccccc2)CC1,9%,u,i,3%,u,-11%,-5%,1,3
CCOC(=O)C1(Cc2ccccc2C)CCCN(C(=O)CSC)C1 (stereo not drawn),-3%,-2%,i,7%,-18%,2%,x,-11,6
O=C(NC(=S)Nc1ccc(N2CCCC2)cc1)c1ccc(F)cc1,-6%,-14%,-9%,3%,-26%,u,10%,2,-19
CCOc1ccc(C(C)NC(=O)Nc2ccccc2C(=O)OC)cc1 (stereo not drawn),7%,-22%,22%[57.5 µM],-1%,-9%,3%,3%,15,-9

# Bioassay records as filed in PubChem BioAssay.
